Source: PubChem
Fh CTSL1 inh = blocks F. hepatica cathepsin L1 in PFM18AAP counter-screen | recombinant F. hepatica cathepsin L1, Z-Leu-Arg-MCA fluorescence | inhibition, % at 5.96 µM | 300,000 compounds, 0.49% hits;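 active = inhibition above the mean of all tested compounds plus 3 SD, set per screening campaign, cut at about 17% in these data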;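 note: 0% = plate median of test compound wells and 100% = 1 µM Z-Phe-Ala-diazomethylketone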
CR mimetic SO = lowers age-related superoxide in aged yeast cells | AID 2690 | S. cerevisiae aged cells, superoxide DHE fluorescence; hits give low values | superoxide response (% of plate mean), % at 10 µM | 330,000 compounds, 0.18% hits;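 active = superoxide response under a set limit, about three screen SD below normal, cut at about 65% in these data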;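 note: yeast aged for seven days with compound at 30 °C before DHE staining; 100% = average MFI of all compound-treated wells on the plate with controls excluded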
EBNA-1 inh = blocks EBNA-1 binding to DNA; 300,000 compounds, 0.34% hits; EBNA-1 DNA binding, fluorescence polarization; inhibition, % at 14.8 µM; in the data active = inhibition above about 28%
PP1 inh = PP1-alpha (human) inhibition in PP5 counter-screen; P62136; purified PP1alpha, OMFP fluorescence; inhibition, % at 6.7 µM; 320,000 compounds, 0.9% hits; AID 2235;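 active = inhibition above the mean inhibition of all tested compounds plus 3 SD, computed separately for each screening campaign, cut at about 15% in these data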
Target sequence (P62136 whole entry, looked up): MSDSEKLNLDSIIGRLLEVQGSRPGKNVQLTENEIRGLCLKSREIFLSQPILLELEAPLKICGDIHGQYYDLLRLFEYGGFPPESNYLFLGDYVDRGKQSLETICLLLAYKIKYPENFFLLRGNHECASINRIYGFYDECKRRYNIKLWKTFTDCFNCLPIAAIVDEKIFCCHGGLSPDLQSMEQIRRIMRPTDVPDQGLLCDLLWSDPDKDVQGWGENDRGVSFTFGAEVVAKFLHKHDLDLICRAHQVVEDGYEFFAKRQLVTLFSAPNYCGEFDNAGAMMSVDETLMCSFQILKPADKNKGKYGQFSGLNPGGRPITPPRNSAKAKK
GASC-1 inh = inhibitors of human GASC-1 (JMJD2C) demethylase. GST-JMJD2C(1-420) H3K9me3 demethylation, DELFIA europium. inhibition, % at 2.35 µM. 330,000 compounds, 0.069% hits. AID 2099;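 active = more than half of a compound's replicate wells show inhibition beyond 50%, single wells judged on their own value; inconclusive = some, but no more than half, of replicates pass 50% inhibition; inactive = no replicate passes 50% inhibition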;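 note: signal counts dimethyl H3K9 product captured on neutravidin plate; 0% = median of DMSO wells and 100% = 0.3 times that DMSO median; strong numbers were not always called active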
Target sequence (Q9H3R0 1-420 limits assumed): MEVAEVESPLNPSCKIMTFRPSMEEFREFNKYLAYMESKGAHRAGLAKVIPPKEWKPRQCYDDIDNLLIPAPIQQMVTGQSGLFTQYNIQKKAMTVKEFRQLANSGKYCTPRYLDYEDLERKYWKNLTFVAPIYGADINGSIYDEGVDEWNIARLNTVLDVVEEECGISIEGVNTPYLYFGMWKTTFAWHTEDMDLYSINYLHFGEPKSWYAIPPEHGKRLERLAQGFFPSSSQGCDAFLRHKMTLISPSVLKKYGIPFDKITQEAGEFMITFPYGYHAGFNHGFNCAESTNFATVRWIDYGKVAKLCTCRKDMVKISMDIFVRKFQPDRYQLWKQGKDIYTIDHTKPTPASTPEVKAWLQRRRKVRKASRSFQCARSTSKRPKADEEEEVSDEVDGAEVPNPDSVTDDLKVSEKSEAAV
PP5 primary = PP5 (human) phosphatase inhibition | P53041 | purified PP5c, OMFP substrate fluorescence | inhibition, % at 6.7 µM | 320,000 compounds, 0.18% hits | AID 1987;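 active = inhibition above the campaign's mean inhibition across all tested compounds plus 3 SD, cut at about 9.5% in these data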;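 note: 0% = DMSO only and 100% = 100 µM cantharidin control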
ZTA DNA inh = blocks Epstein-Barr virus ZTA, an EBNA-1 counter-screen. P03206. ZTA-DNA binding, fluorescence polarization. inhibition, % at 11 µM. 320,000 compounds, 0.15% hits. AID 2234; in the data active = inhibition above about 33%
Target sequence (P03206 whole entry, looked up): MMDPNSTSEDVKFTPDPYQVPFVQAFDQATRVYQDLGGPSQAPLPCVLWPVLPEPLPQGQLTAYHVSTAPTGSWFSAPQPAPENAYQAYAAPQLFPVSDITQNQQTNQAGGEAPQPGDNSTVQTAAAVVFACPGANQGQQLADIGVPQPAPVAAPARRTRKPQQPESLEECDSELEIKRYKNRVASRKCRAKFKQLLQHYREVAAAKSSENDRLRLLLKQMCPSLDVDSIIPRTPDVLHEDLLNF
core dimer inh = HCV core protein dimerization inhibition. AID 1899. TR-FRET GST/Flag-core106 dimerization, 1536-well. 300,000 compounds, 0.33% hits. inhibition, % at 5 µM;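 active = inhibition above the mean of all tested compounds plus 3 SD, set per screening campaign, cut at about 45% in these data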
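System: GST-tagged and Flag-tagged HCV core protein residues 1-106 / Input: core106 proteins, GST 13.5 nM and Flag 17 nM / Buffer or medium: KF-containing HEPES buffer, pH 7.45, DTT, CHAPS, BSA / Probe or stimulus: Eu-anti-GST and XL665-anti-Flag labelled anti-tag antibodies / Schedule: 4 h, 22.5 °C incubation / Technique: TR-FRET 671 and 617 nm emission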
TPT1 inhibitor = blocks Candida albicans tRNA 2'-phosphotransferase; inhibition, % at 5 µM; AID 1962; recombinant caTPT1, FP RNA substrate dephosphorylation; 300,000 compounds, 0.81% hits;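 active = inhibition above the mean of all tested compounds plus 3 SD, set per screening campaign, cut at about 24% in these data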;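 note: plate controls were DMSO alone for no effect and ferristatin control at 100 nM for full effect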
* hit, by the source's call; i = inactive; ? = inconclusive; nt = no result given. Compounds were not picked by outcome; any-hit rate near 3.1%.

SMILES	Fh CTSL1 inh	CR mimetic SO	EBNA-1 inh	PP1 inh	GASC-1 inh	PP5 primary	ZTA DNA inh	core dimer inh	TPT1 inhibitor
O=c1[nH]c2cc(Cl)ccc2n1-c1ccccc1	-2	101	2	1	5	2.0	3	-1	-1
C=C1C2(C(=O)Nc3nccs3)CCC(C2)C1(C)C (centres undefined)	3	82	12	1	27	-0.8	5	0	-1
CC(C)(C)C(=O)NC(=S)Nc1ccccc1C(=O)Nc1ccccc1	-2	100	-3	-3	9	2.0	3	5	0
CC(CN1C(C)CCCC1C)OC(=O)c1ccc(F)cc1 (centres undefined)	-2	98	12	-5	2	-0.7	13	12	-1
O=S(=O)(c1ccsc1)N1CC=C(c2ccccc2)CC1	-3	99	11	0	-6	0.3	24	13	-2
COc1ccc(C(=O)Nc2ccnn2C2CCN(Cc3cnn(C)c3)CC2)cc1	-3	99	0	-2	-6	-1.6	10	-3	1
CCOc1ccc(S(=O)(=O)N2CCC(C(=O)Nc3cc(S(C)(=O)=O)ccc3Cl)CC2)cc1	nt	91	nt	1	14	2.8	10	nt	nt
CCN1CCN(CCc2nc3cc(NC(=O)COc4ccccc4)ccc3n2C)CC1	-2	94	0	-2	-2	-1.0	4	2	-3
C/C=C(\C)C(=O)NNC(=O)c1sc(-c2ccccc2)nc1C	-3	104	-3	-6	7	-0.2	1	2	-1
CCCCOc1ccccc1C1NC(=O)CCC1[N+](=O)[O-] (centres undefined)	0	108	-12	-4	-26	3.1	-17	-6	-3
CC(CCCCCCCCC(=O)O)N(CCO)C(=O)OC(C)(C)C (centres undefined)	nt	97	nt	-1	4	0.4	-4	nt	nt
CCOC(=O)c1nn(-c2ccccc2)c(C#N)c1N	8	136	-4	0	-3	-1.0	-3	-17	-4
Cc1noc(NC(=O)c2ccccc2Cl)c1C#N	2	102	-4	-1	8	-1.5	1	-3	-4
CC(C)(C)c1ccc(C(=O)CSc2ncn[nH]2)cc1	-1	86	-2	0	17	1.0	-12	-4	-2
Cc1cccc(Nc2nc(NCC3CCCO3)nc(N)c2[N+](=O)[O-])c1 (centres undefined)	2	96	-1	1	5	0.2	-8	-16	-1
COc1ccccc1/C=N/NC(=O)Cn1cnc([N+](=O)[O-])n1	-1	123	7	2	-4	2.9	6	-9	0
Cc1c(C=O)c(C=O)c(C)n1Cc1ccccc1	8	105	1	-4	29	-1.2	-5	-2	1
COc1ccc(-c2cc(O)cc(O)c2)cc1	6	93	-2	-2	7	0.3	23	3	3
CNC(=O)NC(=O)Cn1nc2n(c1=O)-c1ccccc1SC2	1	99	1	-1	-2	2.3	-25	-4	-6
COc1ccc(NC(=O)c2ccco2)cc1NC(=O)c1ccccc1[N+](=O)[O-]	-1	118	-13	2	-1	3.8	-8	0	-4
CCOc1ccc(NC(=O)C2CCCN(S(=O)(=O)c3c(C)nn(C)c3C)C2)cc1 (centres undefined)	-4	103	-10	2	4	3.0	-9	0	2
O=C(CNC(=O)c1ccccc1F)N/N=C/c1cc(Br)ccc1OC(=O)/C=C/c1ccco1	0	79	6	-1	5	3.7	-1	8	-1
O=C(CSc1nc(COc2ccccc2)nc2ccccc12)NC1CCCC1	1	70	8	6	-11	4.1	7	-2	-2
CCN(CC)C(=O)CSc1nnc(-c2cccnc2)n1CCc1ccccc1	4	66	8	0	i	-0.8	-4	-1	2
O=C(CNCCC1=CCCCC1)Nc1ccccc1N1CCCCCC1	0	95	-4	5	17	0.4	3	5	4

One compound at a time, as listed above. Order of screens: Fh CTSL1 inh, CR mimetic SO, EBNA-1 inh, PP1 inh, GASC-1 inh, PP5 primary, ZTA DNA inh, core dimer inh, TPT1 inhibitor
Entry for CC(CN1C(C)CCCC1C)OC(=O)c1ccc(F)cc1 (centres undefined) : -2, 98, 12, -5, 2, -0.7, 13, 12, -1
Entry for O=S(=O)(c1ccsc1)N1CC=C(c2ccccc2)CC1 : -3, 99, 11, 0, -6, 0.3, 24, 13, -2
Entry for COc1ccccc1/C=N/NC(=O)Cn1cnc([N+](=O)[O-])n1 : -1, 123, 7, 2, -4, 2.9, 6, -9, 0
Entry for COc1ccc(-c2cc(O)cc(O)c2)cc1 : 6, 93, -2, -2, 7, 0.3, 23, 3, 3

(further entries)
SMILES	Fh CTSL1 inh	CR mimetic SO	EBNA-1 inh	PP1 inh	GASC-1 inh	PP5 primary	ZTA DNA inh	core dimer inh	TPT1 inhibitor
CC(NCc1ccc(S(N)(=O)=O)cc1)C(=O)Nc1ccc([N+](=O)[O-])cc1Cl (centres undefined)	-9	119	-8	7	5	-0.8	-4	6	1
Cc1cc(NS(=O)(=O)c2ccc(NC(=O)CN3C(=O)NC(C)(c4ccccc4)C3=O)cc2)nc(C)n1 (centres undefined)	1	94	1	-3	3	-0.6	13	1	0
CCN(CC)S(=O)(=O)c1cccc(-c2nn(-c3ccccc3)cc2/C=C(\C#N)C(=O)NCc2ccco2)c1	-5	110	-6	-4	-8	1.5	-3	32	-3
Cc1ccc(S(=O)(=O)N2CCCCC2)cc1C(=O)N(C)CCOc1ccccc1	0	108	11	-3	3	1.0	-16	-4	0
Cc1cccc(C)c1OCCSc1nc2ccccc2n1CC(=O)O	-1	103	0	-1	-7	3.8	-13	2	0
Cc1ccc(NC(=O)CN2C(=O)COc3ccc(S(=O)(=O)N4CCCC4)cc32)cc1C	-2	86	-1	-3	2	-1.5	0	1	1
CN(C(=O)C1CCC(=O)N(CCCN2CCCC2=O)C1)C(C1CC1)C1CC1 (centres undefined)	-5	126	-12	-2	7	1.0	9	8	0
O=C(Cn1c(=O)c2c(ncn2Cc2ccccc2)n(Cc2ccccc2)c1=O)N1CCc2ccccc21	-2	107	17	10	10	-1.5	0	18	1
CC1=CC(C)(C)NC(=S)N1c1cccc(C)c1	2	92	1	-3	0	-1.5	-22	-8	-1
CCN1C(=O)[C@H]2[C@@H](c3ccc(C)cc3)N3C(=O)N(c4cccc(C)c4)C(=O)[C@@]3(Cc3ccccc3)[C@H]2C1=O	-3	97	5	3	4	4.1	-17	-4	-4
CC(C)C(=O)NC(=S)Nc1ccccn1	2	91	7	0	18	-0.3	-2	0	0
COc1cc(S(=O)(=O)N2CCN(Cc3ccc4c(c3)OCO4)CC2)c(C)cc1C	0	93	-3	0	3	1.1	-6	2	-4
CCOC(=O)C1CCCN(C(=S)NC2CCCC2)C1 (centres undefined)	-2	83	1	-3	-5	-0.1	19	1	0
CCCCn1c(N)c(N(CCOC)C(=O)CCNC(=O)c2ccccc2Cl)c(=O)[nH]c1=O	0	83	-4	-9	-13	-5.8	-1	8	3
CC1CCN(Cc2ccc(-c3nn[nH]n3)cc2)CC1	0	92	-20	-8	-4	2.5	0	-6	5
O=C(C[n+]1cc(-c2ccc(Cl)c(Cl)c2)n2c1CCC2)c1cccs1	-2	94	1	1	-3	1.9	-15	1	-2
OC(CSc1ccccc1Cl)CN1CCN(c2ccc(F)cc2)CC1 (centres undefined)	4	84	3	3	-24	1.1	11	-4	1
COCc1cc(CN2CCCC(CNC(=O)c3ccc(F)cc3)C2)ccc1OC (centres undefined)	-4	105	7	-4	15	1.6	9	-1	0
O=C(CNC(=O)c1ccccc1)OCC(=O)N1N=C(c2ccc(Cl)cc2)CC1c1ccco1 (centres undefined)	20*	126	6	4	3	1.0	3	23	3
CCOc1ccccc1NC(=O)CN(C)S(=O)(=O)c1ccc(OC)c(C)c1	2	105	1	2	-14	1.6	1	4	-2
Cc1cc(N2CCC(N(C)C3CCCC3)CC2)nc2cc(O)ccc12	-3	96	4	0	2	2.0	3	-5	1
Cc1cc(C)nc(NC(=O)c2cccc(Br)c2)n1	0	85	-13	0	?	0.0	-5	-6	-4
O=[N+]([O-])c1ncccc1OCc1ccc(-c2ccccc2)cc1	2	106	-1	8	67	0.6	16	6	4
O=C(O)c1ccccn1	5	95	5	-1	nt	-0.7	5	2	1
CCCCCCCCC(=O)NC(NC(=S)N1CCOCC1)C(Cl)(Cl)Cl (centres undefined)	0	104	-2	4	3	6.8	-3	7	-1

Other structures.
SMILES	Fh CTSL1 inh	CR mimetic SO	EBNA-1 inh	PP1 inh	GASC-1 inh	PP5 primary	ZTA DNA inh	core dimer inh	TPT1 inhibitor
CC(C)(C)C(=O)NC1CC2CCCC(C1)N2C(=O)Nc1ccc(Cl)cc1 (centres undefined)	-5	92	5	1	10	0.9	-8	4	1
O=C(Nc1cccc(-c2nc3ccccc3[nH]2)c1)c1ccc(C(=O)Nc2cccc(-c3nc4ccccc4[nH]3)c2)cc1	-2	105	18	19*	-3	0.2	84*	15	4
CC(C)(C)c1csc(N/N=C/c2cccnc2)n1	1	97	-3	5	-13	2.2	11	0	1
Cc1ccc(C)c(N2CCN(C(=O)CCCOc3cc(=O)n(C)c4ccccc34)CC2)c1	5	109	3	-3	-2	0.2	-5	13	-2
Cc1nc2ccccn2c1C(=O)CSc1ccccc1Cl	4	66	8	1	-5	0.6	10	2	-8
CCOc1ccccc1NC(=O)c1ccccc1N(C)S(C)(=O)=O	-4	108	-16	-1	4	3.2	-15	-1	0
CCn1c(=O)c(NC(=O)c2ccccc2)c2n(c1=S)CCCCC2	4	88	1	-1	15	-0.3	14	-1	0
CC(C)(C)c1cc(CCC(=O)NCc2ccncc2)cc(C(C)(C)C)c1O	-2	99	12	-1	-8	-0.7	6	7	-4
Cc1occc1C(=O)NCc1nc(-c2ccc(Cl)cc2)no1	2	92	-5	3	-5	3.0	2	-5	-1
CC(C)Oc1ccc(C(=O)NC(=S)Nc2ccc(CN3CCOCC3)cc2)cc1	3	88	0	-4	9	2.5	-5	-1	0
Cc1ccc(S(=O)(=O)NCC(=O)N(CC(=O)NC(C)(C)C)Cc2cccs2)cc1	-6	90	2	1	16	4.6	-7	-5	2
Cc1[nH]c(=O)[nH]c(=O)c1Cc1cccc2ccccc12	-4	102	-18	1	-15	1.8	-17	-4	-1
CSCCC(NC(=O)c1ccccc1)C(=O)Nc1ccc(C)cc1 (centres undefined)	-2	81	4	-5	-8	0.2	4	0	-1
CC(C)n1c(C(F)(F)F)nc2cc(C(=O)N3CCCCC3)ccc21	-1	103	8	-3	7	0.7	1	3	2
CC(CN1CCCCC1)OC(=O)c1ccc2c(c1)OCO2 (centres undefined)	14	102	0	-5	-85	-6.3	-11	0	0
CC1(C)CCC(=O)N(c2ccc(OC(F)(F)F)cc2)C1=O	-6	116	-19	-4	-4	-2.8	-2	-119	2
CC1CN(c2nc3c(c(=O)n(Cc4ccc(Cl)cc4)c(=O)n3C)n2C)CC(C)O1 (centres undefined)	0	101	7	-3	-8	2.9	-7	-5	-2
Cc1cccc(CC(=O)NCC2CCCCC2)c1	-10	103	7	-4	8	-0.4	-6	3	0
O=C(Nc1sc(-c2ccccc2)cc1C(=O)O)c1ccccc1	-4	150	-4	5	-14	0.6	10	7	2
CCc1ccccc1N1CC(C(=O)Nc2nccs2)CC1=O (centres undefined)	-1	103	-13	-2	5	4.5	-14	-3	-1
CCOC(=O)C1(Cc2cccc(OC)c2)CCN(Cc2cnc(SC)nc2)CC1	5	89	12	-2	7	-0.7	-6	-5	-2
COc1ccc(S(=O)(=O)CCC(=O)NCCc2ccc(C)cc2)cc1	-1	103	-2	-4	3	2.2	-11	-5	-1
CN(CCCCOc1ccc(F)cc1)Cc1ccccc1	6	92	-10	1	2	1.3	-3	-4	1
Cc1ccc(/C=C(\NC(=O)c2ccccc2)C(=O)N2CCCCC2)cc1	-2	99	-11	0	-6	1.1	-7	-11	-4
Cc1ccccc1-c1nnc(-c2ccc(Cl)cc2)o1	7	103	-7	-5	nt	2.2	-18	-13	-4
